High-throughput results (PubChem BioAssay)
ROS inducer: raises reactive oxygen species in U2OS cancer cells. U2OS ROS induction, H2DCF-DA fluorescence. ROS induction (% of piperlongumine), % at 10 µM. actives 2% (n = 46,000); in the data active means ROS induction above about 79%, passing the limit was not always enough; inconclusive means no clear call, values can overlap the other calls;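 further: 0% = DMSO vehicle median and 100% = reference compound median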
* hit, by the source's call; ? = inconclusive.

SMILES | ROS inducer
CC(C)NC(=O)Nc1cccc2c1O[C@@H](CN(C)S(=O)(=O)c1cccs1)[C@H](C)CN([C@H](C)CO)C2=O | -4.2
C[C@H]1CN([C@@H](C)CO)C(=O)c2cc(NC(=O)Cc3ccccc3)ccc2O[C@@H]1CN(C)Cc1ccncc1 | 0.8
C[C@@H]1CN([C@@H](C)CO)C(=O)c2cc(NC(=O)CCCN(C)C)ccc2O[C@H]1CN(C)Cc1ccccc1 | -15.8
COc1ccc(N(CC(=O)Nc2cc(C)ccc2C)S(C)(=O)=O)cc1OC | 1.6
C[C@H]1CN([C@@H](C)CO)C(=O)Cc2cc(NC(=O)NC3CCCCC3)ccc2O[C@@H]1CN(C)C(=O)Nc1ccc(F)cc1 | ?
C[C@@H]1CCCCO[C@@H](CN(C)Cc2ccc(Cl)c(Cl)c2)[C@@H](C)CN([C@H](C)CO)C(=O)c2cc(NS(=O)(=O)c3ccc(Cl)cc3)ccc2O1 | 31.4
C[C@H]1CN([C@@H](C)CO)C(=O)Cc2cc(NC(=O)Nc3cccc4ccccc34)ccc2O[C@@H]1CN(C)CC1CC1 | -4.2
C[C@@H]1CN([C@H](C)CO)C(=O)c2cccc(NS(=O)(=O)c3cn(C)cn3)c2O[C@H]1CN(C)C(=O)Nc1ccc(C(F)(F)F)cc1 | -6.4
COc1ccc(NC(=S)NCc2cc(C)n(C)n2)cc1OC | 3.5
Cc1ccc(S(=O)(=O)N(C)C[C@@H]2Oc3c(NC(=O)C4CC4)cccc3C(=O)N([C@@H](C)CO)C[C@H]2C)cc1 | 1.0
CCCc1c(C(=O)O)cc2c(c1O)C(=O)c1c(O)cccc1C2=O | -5.8
Cc1ccc(S(=O)(=O)N(C)C[C@H]2Oc3ccc(NC(=O)Nc4cccc5ccccc45)cc3CC(=O)N([C@H](C)CO)C[C@H]2C)cc1 | 39.2
Cc1ccccc1CS(=O)(=O)Cc1ccc(C(=O)NC2CC2)o1 | -4.1
O=C(N/C(=C\c1cccnc1)C(=O)N1CCCCC1)c1ccccc1 | -3.6
C[C@H](CO)N1C[C@H](C)[C@H](CN(C)S(C)(=O)=O)Oc2c(NC(=O)c3ccc(-c4nccs4)cc3)cccc2C1=O | -6.9
C[C@H](CO)N1C[C@H](C)[C@H](CN(C)C(=O)NC2CCCC2)Oc2ncc(-c3ccccc3)cc2C1=O | 60.8
C[C@@H]1CC[C@]2(C)[C@H](CC[C@@H](O)[C@]2(C)O)[C@@]1(C)CC(=O)c1ccoc1 | -9.0
O=c1[nH]c2ccccc2c(=O)n1CCc1ccccc1 | -1.5
COc1ccc(S(=O)(=O)n2nc(OC(=O)C(C)(C)C)cc2N)cc1 | 4.8
COc1ccccc1CCNC(=O)c1cc(-c2ccccc2)nc2ccccc12 | -0.7
Cc1noc(C)c1S(=O)(=O)N(C)C[C@H]1Oc2ccc(NS(=O)(=O)c3ccccc3)cc2C(=O)N([C@H](C)CO)C[C@H]1C | 5.6
O=C(CSC1N=C2C=CC=CC2O1)c1ccccc1 (centres undefined) | 38.7
C[C@@H]1CN([C@H](C)CO)C(=O)c2cc(NC(=O)Nc3ccc(F)cc3)ccc2O[C@H]1CN(C)Cc1ccc(C(F)(F)F)cc1 | 27.1
COc1ccc(C)cc1S(=O)(=O)N(CC(=O)O)c1cc(C)cc(C)c1 | -1.9
Cc1noc(C)c1NC(=O)Nc1cccc2c1O[C@H](CN(C)S(=O)(=O)c1ccc(Cl)cc1)[C@H](C)CN([C@H](C)CO)C2=O | 6.7

(next part)
SMILES | ROS inducer
C[C@@H]1CN([C@H](C)CO)C(=O)CCCn2cc(nn2)CO[C@@H]1CN(C)Cc1ccccc1 | -17.2
C[C@@H]1CN([C@@H](C)CO)C(=O)c2cccc(NS(=O)(=O)c3cn(C)cn3)c2O[C@H]1CN(C)Cc1ccc(C(F)(F)F)cc1 | -15.8
C[C@H](CO)N1C[C@H](C)[C@H](CN(C)C(=O)Nc2cccc3ccccc23)Oc2ccc(NS(=O)(=O)c3cccs3)cc2C1=O | -9.2
COc1ccc(/C=N/NC(=O)c2cccc(C(=O)NO)c2)cc1O | 0.9
O=C(NCc1cccs1)c1ccc2c(c1)N(Cc1ccccc1)C(=O)CS2 | 0.1
C[C@@H]1CN([C@H](C)CO)C(=O)c2cc(NS(=O)(=O)c3cn(C)cn3)ccc2O[C@H]1CN(C)C(=O)Nc1ccc2c(c1)OCO2 | -5.7
Cc1ccc(NC(=O)c2ccc(-c3ccccc3)cc2)nc1 | 65.8
Cc1ccccc1CN(C)C[C@@H]1OCc2cn(nn2)CCCC(=O)N([C@H](C)CO)C[C@H]1C | 1.2
Cc1ccc(S(=O)(=O)N(C)C[C@H]2OCCCC[C@@H](C)Oc3ccc(NC(=O)C4CCCCC4)cc3C(=O)N([C@H](C)CO)C[C@@H]2C)cc1 | 33.5
C[C@H](CO)N1C[C@H](C)[C@H](CN(C)S(=O)(=O)c2cccs2)Oc2c(NS(=O)(=O)c3ccccc3)cccc2C1=O | 17.8
COc1ccccc1CNC(=O)c1ccc2c(c1)N(Cc1ccc(F)cc1Cl)C(=O)CS2 | 11.3
COc1ccc(S(=O)(=O)N(C)C[C@H]2Oc3c(NC(=O)C4CCCCC4)cccc3C(=O)N([C@@H](C)CO)C[C@H]2C)cc1 | -4.1
Cc1cc(C(F)(F)F)nc(SCC(=O)Nc2ccc(Cl)cc2)n1 | -2.7
C[C@H](CO)N1C[C@H](C)[C@H](CN(C)Cc2ccc3c(c2)OCCO3)OCc2cn(nn2)CCCC1=O | 32.8
COc1ccc(NC(=O)C2CCC(Cn3c(=S)[nH]c4ccsc4c3=O)CC2)cc1 (centres undefined) | 26.7
COc1ccc(NC(=O)N(C)C[C@H]2Oc3ccc(NC(=O)Cc4cn(C)c5ccccc45)cc3C(=O)N([C@@H](C)CO)C[C@@H]2C)cc1 | -6.0
Cc1cc(C)c(NC(=O)CN(C)S(=O)(=O)c2ccccc2)c(C)c1 | -14.7
CCOc1ccccc1CNCc1ccccn1 | -10.8
O=c1[nH]c(=S)c2c(n1N1CCOCC1)CCC2 | -8.1
CC(C)Cn1c(=S)[nH]c2ccccc2c1=O | -1.5
CNS(=O)(=O)c1cc(OCC(N)=O)c(C)cc1Cl | -3.7
COC(=O)c1c[nH]n2c(=O)c(C(C)C)c(C)nc12 | -6.1
C[C@H](CO)N1C[C@H](C)[C@@H](CN(C)Cc2ccc3c(c2)OCO3)Oc2ccc(NC(=O)NC3CCCCC3)cc2C1=O | 28.8
C[C@@H]1CN([C@H](C)CO)C(=O)c2cccc(NS(=O)(=O)c3cn(C)cn3)c2O[C@@H]1CN(C)C(=O)Nc1ccccc1 | -10.4
C[C@H]1CN([C@@H](C)CO)C(=O)c2cccc(NC(=O)NC3CCCCC3)c2O[C@H]1CN(C)S(=O)(=O)c1cccs1 | -1.3

Given as tab-separated lines: entries from further up
smiles	ROS inducer
COc1ccccc1CNC(=O)c1ccc2c(c1)N(Cc1ccc(F)cc1Cl)C(=O)CS2	11.3
COc1ccc(S(=O)(=O)N(C)C[C@H]2Oc3c(NC(=O)C4CCCCC4)cccc3C(=O)N([C@@H](C)CO)C[C@H]2C)cc1	-4.1
Cc1cc(C(F)(F)F)nc(SCC(=O)Nc2ccc(Cl)cc2)n1	-2.7
C[C@H](CO)N1C[C@H](C)[C@H](CN(C)Cc2ccc3c(c2)OCCO3)OCc2cn(nn2)CCCC1=O	32.8

Remaining list, next part:
SMILES | ROS inducer
C[C@@H]1CCCCO[C@@H](CN(C)C(=O)Nc2cccc3ccccc23)[C@@H](C)CN([C@H](C)CO)C(=O)c2cc(NC(=O)c3ccncc3)ccc2O1 | 15.1
C[C@H]1CN([C@@H](C)CO)C(=O)c2cc(NS(=O)(=O)c3ccc(F)cc3)ccc2O[C@H]1CN(C)Cc1ccc(Oc2ccccc2)cc1 | -4.7
COc1ccc(CN(C)C[C@H]2Oc3ccc(NS(=O)(=O)c4cn(C)cn4)cc3CC(=O)N([C@H](C)CO)C[C@H]2C)cc1 | 9.6
Cc1ccc(NC(=O)c2ccc(S(=O)(=O)N3CC(C)CC(C)C3)cc2)c(C(=O)c2ccccc2)c1 (centres undefined) | -9.3
COc1ccccc1CCNC(=O)c1ccoc1C | -1.3
N#Cc1c(-c2ccccc2)nc2n1CCS2 | -8.6
COc1ccc(S(=O)(=O)c2c(C(=O)c3ccccc3)cnc3cc(OC)c(OC)cc23)cc1 | 23.8
C[C@H]1CN([C@@H](C)CO)C(=O)c2cccc(NC(=O)c3ccncc3)c2O[C@@H]1CN(C)C(=O)Nc1ccc(C(F)(F)F)cc1 | -10.4
O=C(CCNS(=O)(=O)c1ccc(Br)cc1)NC1CCCC1 | -19.9
COc1ccc(C2=NN(CC(=O)N3CCCC3)C(=O)CC2)cc1 | -4.3
COc1ccc(CN(C)C[C@H]2Oc3c(NC(=O)Nc4ccc(C(F)(F)F)cc4)cccc3C(=O)N([C@@H](C)CO)C[C@H]2C)cc1 | 9.8
C=CCSc1n[nH]c(=O)n1-c1ccc(Cl)cc1 | -5.6
Cc1ccc(S(=O)(=O)Nc2cccc3c2O[C@H](CN(C)C(=O)Nc2cccc4ccccc24)[C@H](C)CN([C@H](C)CO)C3=O)cc1 | 19.7
C[C@H](CO)N1C[C@H](C)[C@H](CN(C)C(=O)Nc2ccccc2)Oc2ncc(C#Cc3ccc(C(F)(F)F)cc3)cc2C1=O | 26.0
CCOC(=O)C1=C(C)NC(C)=C(C(=O)OC)C1c1cccc(Cl)c1Cl (centres undefined) | 0.4
Cc1noc(C)c1S(=O)(=O)Nc1ccc2c(c1)C(=O)N([C@@H](C)CO)C[C@@H](C)[C@@H](CN(C)S(C)(=O)=O)O2 | -9.7
C[C@@H]1CCCCO[C@@H](CN(C)Cc2ccc3c(c2)OCO3)[C@@H](C)CN([C@H](C)CO)C(=O)c2cc(N(C)C)ccc2O1 | 9.6
C[C@H](CO)N1C[C@H](C)[C@H](CN(C)C(=O)Nc2ccccc2)Oc2c(NC(=O)Nc3ccc(F)cc3)cccc2C1=O | -0.4
Cc1noc(C)c1S(=O)(=O)Nc1ccc2c(c1)C(=O)N([C@H](C)CO)C[C@H](C)[C@H](CN(C)C(=O)Nc1ccc3c(c1)OCO3)OCCCC[C@@H](C)O2 | 8.2
Cc1cc(SCC(=O)NN)c(C)cc1Cl | 13.0
Cc1cccc(N2C(=O)CC(SCc3nc4ccccc4[nH]3)C2=O)c1 (centres undefined) | -4.1
Cc1ccc(S(=O)(=O)N(C)C[C@@H]2Oc3ccc(NC(=O)C4CC4)cc3C(=O)N([C@H](C)CO)C[C@@H]2C)cc1 | 6.4
O=C(CSc1ccccn1)N1CCN(S(=O)(=O)c2ccccc2)C1 | 18.7
O=C(O)CCCc1c(-[n+]2ccccc2)[nH]c2ccccc12 | -16.0
CC(C)NC(=O)Nc1cccc2c1O[C@@H](CN(C)C(=O)NC1CCCCC1)[C@@H](C)CN([C@@H](C)CO)C2=O | 0.0

Other records follow.
SMILES | ROS inducer
COc1ccc2c3c([nH]c2c1)[C@H]1C[C@H]2[C@H](C[C@@H](O)[C@H](OC)[C@H]2C(=O)O)CN1CC3 | -7.9
COc1ccc(CN(C)C[C@@H]2Oc3ccc(NC(=O)Cc4cn(C)c5ccccc45)cc3C(=O)N([C@H](C)CO)C[C@@H]2C)cc1 | 29.3
C[C@@H]1CN([C@@H](C)CO)C(=O)c2cc(NS(C)(=O)=O)ccc2O[C@H]1CN(C)Cc1ccncc1 | -3.8
COc1ccc(OC)c(S(=O)(=O)N2CCCC2)c1 | 11.1
O=C1N(CCS(=O)(=O)c2ccccc2)Cc2ccccc2C[C@]12N=C(c1ccc(OCCCO)cc1)O[C@@H]2c1ccccc1 | 99.1*
Cc1cc(=O)[nH]c(SCC(=O)Nc2ccnc3ccccc23)n1 | -0.4
C[C@H](CO)N1C[C@H](C)[C@@H](CN(C)CC2CC2)Oc2c(NC(=O)c3ccncc3)cccc2C1=O | 0.3
OCCN1CCN(CC(O)COc2ccc(Cl)cc2)CC1 (centres undefined) | -12.2
CC(C)NC(=O)N(C)C[C@H]1Oc2c(NC(=O)c3nc4ccccc4s3)cccc2C(=O)N([C@H](C)CO)C[C@@H]1C | -4.2
Cc1ccccc1C(=O)N1N=C(c2ccc(Br)cc2)CC1c1nc2ccccc2[nH]1 (centres undefined) | 26.1
C[C@@H]1CN([C@H](C)CO)C(=O)Cc2cc(NS(=O)(=O)c3cccs3)ccc2O[C@@H]1CN(C)CC1CC1 | -4.5
Cc1ccc(-c2ccn(-c3ccc(C)c(Cl)c3)c(=S)n2)cc1 | 22.8
O=C(Nc1ccc(S(=O)(=O)N2CCc3ccccc32)cc1)c1ccccc1 | 17.7
CC(NS(=O)(=O)c1ccc(Cl)cc1)C(=O)Nc1c(F)cccc1F (centres undefined) | -5.5
c1ccc(C2CN3CCSC3=N2)cc1 (centres undefined) | -1.7
Cc1onc(-c2ccccc2)c1CNC(=O)NC1CCN(C(=O)OCc2ccccc2)CC1 | -13.7
COc1ccc(NC(=O)N(C)C[C@@H]2Oc3ccc(NC(=O)C4CC4)cc3C(=O)N([C@@H](C)CO)C[C@H]2C)cc1 | 7.1
C[C@H]1CN([C@@H](C)CO)C(=O)Cc2cc(NS(=O)(=O)c3ccccc3)ccc2O[C@@H]1CN(C)CC1CCCCC1 | 45.1
CCn1cc(C(=O)OCc2ccc3nonc3c2)c(=O)c2ccc(C)nc21 | -1.5
O=C(CS(=O)(=O)Cc1ccccc1)Nc1cccnc1 | -7.9
CC(C)NC(=O)N(C)C[C@H]1Oc2ccc(NC(=O)Nc3ccc(F)cc3)cc2C(=O)N([C@@H](C)CO)C[C@@H]1C | -11.2
COc1ccc(NC(=O)CN2CCN(S(=O)(=O)N(C)C)CC2)cc1 | -7.8

Quoted at random: 6 records from the list.
SMILES | ROS inducer
O=C1N(CCS(=O)(=O)c2ccccc2)Cc2ccccc2C[C@]12N=C(c1ccc(OCCCO)cc1)O[C@@H]2c1ccccc1 | 99.1*
O=C(Nc1ccc(S(=O)(=O)N2CCc3ccccc32)cc1)c1ccccc1 | 17.7
OCCN1CCN(CC(O)COc2ccc(Cl)cc2)CC1 (centres undefined) | -12.2
C[C@@H]1CN([C@H](C)CO)C(=O)Cc2cc(NS(=O)(=O)c3cccs3)ccc2O[C@@H]1CN(C)CC1CC1 | -4.5
CC(C)NC(=O)N(C)C[C@H]1Oc2c(NC(=O)c3nc4ccccc4s3)cccc2C(=O)N([C@H](C)CO)C[C@@H]1C | -4.2
COc1ccc(CN(C)C[C@@H]2Oc3ccc(NC(=O)Cc4cn(C)c5ccccc45)cc3C(=O)N([C@H](C)CO)C[C@@H]2C)cc1 | 29.3

Some of the compounds tested. The share of hits here may be higher or lower than overall.
